Source: PubChem BioAssay
MrgX1 antag: antagonists of human MrgX1 receptor. B-score at 10 µM. MRGX1-HEK293 calcium flux, Fluo-4, BAM8-22 antagonism; hits give low values. 310,000 tested, 1.3% active;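 active means calcium-response B-score plate-corrected more than 3 library SD below zero, starting fluorescence within 5 deviations, no agonist response on first addition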;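 further: peak minus trough fluorescence over baseline after final BAM8-22 challenge near maximal dose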
Target sequence (Q96LB2 whole entry, looked up): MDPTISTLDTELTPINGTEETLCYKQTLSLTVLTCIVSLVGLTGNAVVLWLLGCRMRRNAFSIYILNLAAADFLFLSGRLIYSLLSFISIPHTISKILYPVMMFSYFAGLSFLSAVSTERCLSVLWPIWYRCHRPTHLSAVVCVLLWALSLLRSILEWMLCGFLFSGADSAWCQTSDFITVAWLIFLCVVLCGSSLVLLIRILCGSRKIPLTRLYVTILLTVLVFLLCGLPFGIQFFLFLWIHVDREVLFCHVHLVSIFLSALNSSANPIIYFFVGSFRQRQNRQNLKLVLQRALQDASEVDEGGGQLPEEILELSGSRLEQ
TRPC6 inh: blocks the mouse TRPC6 cation channel. Q61143. HEK293-TRPC6, membrane potential dye, ACh-evoked depolarization; hits give low values. B-score at 10 µM. 310,000 tested, 1.1% active;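 active means B-score under library mean minus 3 SD, initial fluorescence not abnormally high, positive integrated signal ratio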;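 further: B-score derived from integrated fluorescence ratio over the kinetic read; more negative B-score means stronger inhibition of depolarization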
TRPC4 inh: blocks the mouse TRPC4 cation channel; B-score at 10 µM; HEK293 TRPC4beta/mu-opioid, DAMGO-evoked Fluo4 calcium flux; hits give low values; Q9QUQ5; AID 2247; 300,000 tested, 0.39% active;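 active means B-score over 3 SD under the library average, no early fluorescence shift, positive overall ratio signal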
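Assay system: HEK293 cells with stable TRPC4beta plus mu-opioid receptor expression. Dosing: single dose. Measured by: Fluo4 Ca2+ flux fluorescence. Also added: DAMGO in two steps, submaximal then maximal. Read-out: B score from integrated Fluo4 fluorescence ratio.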
TRPC4 PAM: allosterically enhances the mouse TRPC4 cation channel | AID 2227 | 310,000 tested, 0.42% active | Q9QUQ5 | HEK293 TRPC4beta/mu-opioid, DAMGO EC20, Fluo-4 Ca2+ flux; hits give high values | B-score at 10 µM;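 active means B-score of calcium response area above 5 SD of library B-scores, with initial fluorescence ratio within 5 SD of library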;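 further: B-score of integrated fluorescence ratio over time as area under calcium response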
TRPC6 act: mouse TRPC6 channel activation | HEK293-TRPC6 membrane potential dye fluorescence; hits give high values | B-score at 10 µM | 310,000 tested, 0.13% active | AID 2550;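 active means B-score of the integrated fluorescence ratio above library mean plus 3 SD, and starting fluorescence ratio within library mean plus 5 SD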;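 further: higher score means more depolarization so channel activation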
AI-2 QS mod: modulates the Vibrio harveyi AI-2 quorum sensing system | AID 2094 | 300,000 tested, 0.4% active | activity change, % at 7.5 µM | Vibrio harveyi JMH597 AI-2 luminescence/OD600 ratio, 9 h; hits give low values; strain lacks LuxN and CqsS sensors; 0 = neutral-control median; in the data active means activity change below about -75%, passing the limit was not always enough;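 further: luminescence divided by OD600 gain over 9 h not by final OD600 alone; inactives centre near 13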
TRPC4 act: activators of mouse TRPC4 channel. Q9QUQ5. HEK293 TRPC4beta/mu-opioid, Fluo4 calcium fluorescence; hits give high values. B-score at 10 µM. 310,000 tested, 0.49% active. AID 2237;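 active means B-score above 5 SD of library B-scores, and initial fluorescence ratio not above library mean plus 5 SD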;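 further: positive B-score marks a calcium rise read as TRPC4 activation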
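Assay system – TRPC4beta and mu-opioid receptor HEK293 stable cells · Measured by – Fluo4 fluorescence, kinetic · Schedule – dye loading 45 min room temperature, 110 s kinetic read · Read-out – B-scored integrated calcium fluorescence ratio · Controls – buffer and maximal DAMGO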
MrgX1 PAM: human MrgX1 positive allosteric modulation, primary screen | MrgX1-HEK293, Fluo-4 calcium flux, FDSS; hits give high values | Q96LB2 | B-score at 10 µM | 310,000 tested, 0.63% active | AID 588675;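 active means plate-corrected calcium response at least 3 library SD above typical, normal starting fluorescence, not activating the receptor alone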;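 further: compound read alongside a low EC10 to EC30 dose of BAM8-22 agonist; peak minus trough fluorescence over baseline measured at the second addition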
HIF act: HIF pathway transcriptional activation; U2OS HRE-luciferase reporter, luminescence; normalized: DMSO 0%, desferrioxamine 100%; activation, % at 7.5 µM (by protocol); 300,000 tested, 0.32% active; AID 1910;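 active means mean activation of at least 10% of the iron chelator positive control signal, with at least half of replicates also reaching 10%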
MrgX1 ag: activates human MrgX1 receptor signaling; 310,000 tested, 0.44% active; Q96LB2; MrgX1-HEK293 cells, Fluo-4 calcium fluorescence, agonist mode; hits give high values; B-score at 10 µM;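 active means calcium response B-score plate-corrected fluorescence ratio at least 3 library SD, with starting fluorescence B-score inside 5 SD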
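Material: MrgX1-expressing HEK293 cells / Dosing: compound as first of three additions / Incubation: overnight seeding, then 1 h dark dye loading / Signal: Fluo-4 NW calcium fluorescence / Evaluation: B-scored fluorescence response ratio / Benchmarks: positive and negative control wells on each plate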
PolyA inh: yeast polyadenylation inhibition | S. cerevisiae SKY197-pL101 polyadenylation reporter, beta-gal luminescence; efflux-impaired pdr1/pdr3 knockout yeast; score 100 = 6 SD above DMSO | AID 1875 | calls only at 12 µM | 300,000 tested, 0.02% active;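 active means lowest replicate activity score at least 50, where 100 means six control SD above control mean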;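 further: yeast exposed to compound for 9 h at 30 °C; higher score means more reporter readthrough which indicates perturbed polyadenylation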
* marks the source's active call; other numbers are inactive results; i = inactive; nt = no result given. The list is partial, so the mix of outcomes need not match the whole.

SMILES	MrgX1 antag	TRPC6 inh	TRPC4 inh	TRPC4 PAM	TRPC6 act	AI-2 QS mod	TRPC4 act	MrgX1 PAM	HIF act	MrgX1 ag	PolyA inh
Cc1ccc(C(=O)N2C(=O)c3cccc(N)c3C2=O)o1	i	i	i	i	i	13.6	i	i	1.3	i	i
O=c1[nH]c(CN2CCN(Cc3ccccc3)CC2)nc2scc(-c3ccccc3)c12	i	i	i	i	i	13.4	i	i	0.0	i	i
Cc1c(O)ccc(C(=O)CN2CCN(c3ccccc3F)CC2)c1O	i	i	i	i	i	18.4	i	i	-0.2	i	i
Cc1ccc(-n2c3nc(=O)[nH]c(=O)c-3cc3c(C)nn(-c4ccccc4)c32)c(C)c1	i	i	i	i	i	20.0	i	i	0.1	i	i
COc1cc(C(O)P(=O)(OC2CCCCC2)c2ccc(N(C)C)cc2)cc(OC)c1OC (configuration not stated)	i	i	i	i	i	6.1	i	i	0.6	i	i
COc1ccccc1N1CCN(C(c2cccs2)C(C)NS(=O)(=O)c2ccccc2)CC1 (configuration not stated)	i	i	i	i	i	20.5	i	i	-0.2	i	i
C=C(C)Cn1c(C)cc(C)c(S(=O)(=O)c2ccc(C)cc2)c1=O	i	i	i	i	i	6.4	i	i	0.0	i	i
Cc1ccc2c(c1)N(CC(=O)NCCc1ccc(Cl)cc1)C(=O)c1cccnc1O2	i	i	i	i	i	-3.5	i	i	-0.3	i	i
Cc1ccc(CN2CCN(/N=C\c3cccc([N+](=O)[O-])c3)CC2)cc1	i	i	i	i	i	18.3	i	i	-0.1	i	i
CC(C)C[C@H](NC(=O)c1nc[nH]c1C(=O)N1CCNCC1)C(=O)OC(C)(C)C	i	i	i	i	i	0.2	i	i	-0.4	i	i
CN(CC(=O)NCCc1ccccc1)S(=O)(=O)c1cccc2nsnc12	i	i	i	i	i	-11.7	i	i	-0.1	i	i
O=C(COC(=O)CNS(=O)(=O)c1ccc(Br)cc1Cl)NCCc1ccccc1	i	i	i	i	i	22.9	i	i	0.2	i	i
O=C(c1ccco1)N1CCN(S(=O)(=O)/C=C/c2ccccc2)CC1	i	i	i	i	i	27.4	i	i	-0.3	i	i
Cc1cc(C)nc(Sc2ccc(/C=C(\C#N)C(=O)Nc3ccccc3)o2)n1	i	i	i	i	i	-1.4	i	i	-0.3	i	i
CCOc1ccc(NC(=S)N2CCC(NC(=O)c3ccco3)CC2)cc1	i	i	i	i	i	nt	i	i	0.5	i	i
COC(=O)c1onc(-c2ccccc2)c1C(=O)OC	i	i	i	i	i	14.5	i	i	-0.3	i	i
Cc1ccc(N=Nc2c(N)nn3c(C)cc(C)nc23)cc1	i	i	i	i	i	12.9	i	i	0.3	i	i
CCOC(=O)c1c(CN2CCN(Cc3ccccc3)CC2)n(C)c2cc(Br)c(OC)cc12	i	i	i	i	i	16.2	i	i	-0.2	i	i
CN(C)/C=C/C(=O)c1cccc([N+](=O)[O-])c1	i	i	i	i	i	19.2	i	i	1.3	i	i
CCOC(=O)N1CCN(S(=O)(=O)CCNC(=O)c2ccccc2)CC1	i	i	i	i	i	0.7	i	i	-0.7	i	i
Cc1cc(=O)oc2c(C)c(OC(C)C(=O)NCC(O)c3ccccc3)ccc12 (configuration not stated)	i	i	i	i	i	21.9	i	i	0.1	i	i
Cc1ccc(NC(=O)C(Cc2ccccc2)N2C(=O)C3C4CCC(C4)C3C2=O)cc1Cl (configuration not stated)	i	i	i	i	i	6.1	i	i	-0.7	i	i
CCC(C)Sc1ccc(-c2nc3ccc(C)cn3c2NC2CCCCC2)cc1 (configuration not stated)	i	i	i	i	i	22.4	i	i	-5.1	i	i
CCn1cc(S(=O)(=O)CC(=O)NC2CCCCC2)c2ccccc21	i	i	i	i	i	25.7	i	i	-12.2	i	i
Cc1cc(C)c(-c2cc(C(=O)Nc3cc(C)ccc3C)[nH]n2)c(O)c1	i	i	i	i	i	1.6	i	i	1.1	i	i
COc1cc(C)c(CN2CCN(c3ncccn3)CC2)cc1C	i	i	i	i	i	23.5	i	i	-1.0	i	i
O=C(c1nc2ncccn2n1)N1CCc2ccccc2C1	i	i	i	i	i	4.7	i	i	0.4	i	i
CC(C)C(=O)Nc1cc2c3c(c1)CCC(=O)N3CCC2	i	i	i	i	i	11.7	i	i	-0.1	i	i
COc1ccnc2c1c(=O)n(Cc1ccc(Cl)cc1)c(=O)n2C	i	i	i	i	i	-3.3	i	i	0.0	i	i
CN1C(=O)C(C)(C)c2cc(S(=O)(=O)NCCc3ccc(Cl)cc3)ccc21	i	i	i	i	i	36.2	i	i	0.0	i	i
OC(COc1ccc2c(c1)OCO2)CN1CCN(c2ccc(F)cc2)CC1 (configuration not stated)	i	i	i	i	i	17.0	i	i	-0.1	i	i
CCOCCn1c(CN(Cc2ccccc2)Cc2ccccc2)nc2c1c(=O)n(C)c(=O)n2C	i	i	i	i	i	-11.4	i	i	-0.4	i	i
CN(C)c1ccc(NC(=O)CSc2nc3c(c(=O)[nH]2)CCCC3)cc1	i	i	i	i	i	28.0	i	i	-0.7	i	i
CN(CC(=O)N1CCCC1)S(=O)(=O)c1ccc2ccccc2c1	i	i	i	i	i	-0.2	i	i	-0.1	i	i
CS(=O)(=O)Oc1ccc(/C=C2\C(=N)N3N=C(CC(=O)N4CCOCC4)SC3=NC2=O)cc1Cl	i	i	i	i	i	8.2	i	i	0.5	i	i
Cc1sc(NC(=O)c2cc(-c3ccccc3)nc3ccccc23)c(C(N)=O)c1C	i	i	i	i	i	37.6	i	i	0.7	i	i
N#CC1=C(N)SC(N)=C(C#N)C1c1cccc(O)c1	i	i	i	i	i	12.7	i	i	-0.5	39.1*	i
COc1ccc(C(=O)NNC(=O)CCC(=O)Nc2cc(C)on2)cc1	i	i	i	i	i	19.7	i	i	-1.0	i	i
O=C(Nc1nc2ccccc2[nH]1)c1ccc(OC(F)F)cc1	i	i	i	i	i	nt	i	i	-1.8	i	i
O=C(O)c1ccc(Cl)c(S(=O)(=O)Nc2ccc(S(=O)(=O)Nc3cccc(Cl)c3)cc2)c1	i	i	i	i	i	6.4	i	i	1.5	i	i
Cc1nnc2sc(SCc3ccccc3Cl)nn2c1=O	i	i	i	i	i	-0.5	i	i	0.5	i	i
Cc1csc2sc(-c3ccnc(SCC(=O)NCc4ccccc4)n3)c(C)c12	i	i	i	i	i	14.1	i	i	-0.9	i	i
COc1cc(OC)cc(-c2nnc(NC(=O)CCS(=O)(=O)c3ccc(F)cc3)o2)c1	i	i	i	i	i	-9.6	i	i	1.1	i	i
COCCNC(=S)N/N=C/c1ccc2c(c1)OCCO2	i	i	i	i	i	35.6	i	i	0.8	i	i
COc1ccc(S(=O)(=O)N(C)c2ccc(OCC(=O)Nc3cc(C)on3)cc2)cc1	i	i	i	i	i	20.1	i	i	-0.7	i	i
O=C(CCl)Nc1cc(SCC(O)CO)cc([N+](=O)[O-])c1 (configuration not stated)	nt	i	i	i	i	22.6	i	nt	-6.4	nt	i
Cc1cc(C)nc(NC(=O)c2c(C(=O)O)noc2C)n1	i	i	i	i	i	33.5	i	i	-0.1	i	i
COc1ccc2c(Cl)c(-c3nnc(SCC(N)=O)n3C)sc2c1	i	i	i	i	i	10.3	i	i	0.1	i	i
COc1ccc(Oc2nc3c(C)cccn3c(=O)c2/C=C(\C#N)C(N)=O)cc1	i	i	i	i	i	-0.8	i	i	-0.3	i	i
COc1cc(/C=C(\C#N)c2nc3ccccc3[nH]2)c([N+](=O)[O-])cc1OCc1ccccc1	i	i	i	i	i	34.8	i	i	0.2	i	i

(further entries)
SMILES	MrgX1 antag	TRPC6 inh	TRPC4 inh	TRPC4 PAM	TRPC6 act	AI-2 QS mod	TRPC4 act	MrgX1 PAM	HIF act	MrgX1 ag	PolyA inh
Cc1nc(NS(=O)(=O)c2ccccc2)sc1C(=O)N/N=C/c1ccccc1	i	i	i	i	i	16.3	i	i	-0.7	i	i
O=C(Cn1cnc2ccccc2c1=O)Nc1nnc(C2CC2)s1	i	i	i	i	i	-71.6	i	i	1.5	i	i
CC(C)CC(NS(=O)(=O)c1ccc2c(c1)oc(=O)n2C)C(=O)NC1CCCc2ccccc21 (configuration not stated)	i	i	i	i	i	-3.2	i	i	-0.2	i	i
Cc1csc(NC(CO)c2nc3ccccc3n2CCOCCO)n1 (configuration not stated)	i	i	i	i	i	1.6	i	i	0.0	i	i
CC(=O)N1CCc2cc(Br)cc(S(=O)(=O)CCC(=O)N3CCN(c4ccccn4)CC3)c21	i	i	i	i	i	24.8	i	i	-0.3	i	i
CCCCn1c(=O)[nH]c(=O)c2c1nc(-c1ccc(-c3ccccc3)cc1)n2C	i	i	i	i	i	16.1	i	i	-0.1	i	i
COc1cc(CN2CC(=O)N(c3ccc(C)c(C)c3)C2=S)cc(OC)c1OC	i	i	i	i	i	1.7	i	i	-0.2	i	i
O=C(c1ccccc1F)N(Cc1ccccc1)Cc1ccccc1	i	i	i	i	i	18.5	i	i	-1.0	i	i
Cc1ccc(C(=O)Nc2ccon2)cc1S(=O)(=O)N1CCCCCC1	i	i	i	i	i	22.0	i	i	0.0	i	i
Cc1ccc(/C(N)=N/OC(=O)C(C)c2ccc([N+](=O)[O-])cc2)cc1 (configuration not stated)	i	i	i	i	i	8.7	i	i	-0.6	i	i
COc1ccccc1NC(=O)C(=O)N(c1cccnc1)C(C(=O)NC(C)(C)C)c1ccccc1 (configuration not stated)	i	i	i	i	i	-5.3	i	i	0.3	i	i
CCC12CSc3nc(Cl)ccc3N1C(=O)C(=O)N2C (configuration not stated)	nt	i	i	i	i	1.9	i	nt	0.4	nt	i
CCNc1nc(NCC)nc(NS(=O)(=O)c2ccc(N)cc2)n1	i	i	i	i	i	12.9	i	i	-0.2	i	i
Cc1ccc(SC(=O)COc2ccccc2C)cc1	i	i	i	i	i	25.5	i	i	-2.2	i	i

Compound profiles (already shown). Screens in order: MrgX1 antag	TRPC6 inh	TRPC4 inh	TRPC4 PAM	TRPC6 act	AI-2 QS mod	TRPC4 act	MrgX1 PAM	HIF act	MrgX1 ag	PolyA inh
Entry for CCC12CSc3nc(Cl)ccc3N1C(=O)C(=O)N2C (configuration not stated) : nt	i	i	i	i	1.9	i	nt	0.4	nt	i
Entry for COc1ccccc1NC(=O)C(=O)N(c1cccnc1)C(C(=O)NC(C)(C)C)c1ccccc1 (configuration not stated) : i	i	i	i	i	-5.3	i	i	0.3	i	i
